GSK3A inh – human GSK-3 alpha kinase inhibition. ADP-Glo luminescence, 60 min. inhibition, % at 10 µM. 320,000 tested, 0.1% active;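 in the data active = inhibition above about 50%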;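 also: GST-tagged GSK-3 alpha with peptide substrate and 25 µM ATP; 0% = DMSO neutral wells and 100% = GW8510 positive control wells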
Target sequence (P49840 whole entry, looked up): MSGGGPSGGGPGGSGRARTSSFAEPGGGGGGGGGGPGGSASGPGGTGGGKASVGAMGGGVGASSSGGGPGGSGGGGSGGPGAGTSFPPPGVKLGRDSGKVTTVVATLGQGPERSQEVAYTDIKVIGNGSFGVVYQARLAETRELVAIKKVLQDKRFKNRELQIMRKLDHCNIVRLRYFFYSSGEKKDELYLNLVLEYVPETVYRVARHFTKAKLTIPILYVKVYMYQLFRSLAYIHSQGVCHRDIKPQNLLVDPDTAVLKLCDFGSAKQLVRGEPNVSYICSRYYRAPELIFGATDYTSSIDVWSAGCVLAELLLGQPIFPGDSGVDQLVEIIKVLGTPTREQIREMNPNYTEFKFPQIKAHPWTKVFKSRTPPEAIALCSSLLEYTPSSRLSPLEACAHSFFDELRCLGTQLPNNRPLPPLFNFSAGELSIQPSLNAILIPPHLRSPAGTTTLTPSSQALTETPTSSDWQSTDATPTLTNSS
HDAC3 inh – inhibitors of human histone deacetylase 3. O15379. recombinant HDAC3, fluorogenic peptide/trypsin coupled, fluorescence. inhibition, % at 8.3 µM. 320,000 tested, 0.15% active. AID 2718; in the data active = inhibition above about 26%, passing the limit was not always enough
hERG protect – compounds protecting human hERG from proarrhythmic drug block. Q12809. CHO-hERG, FluxOR thallium flux, dofetilide IC70 present. activation (rescue from dofetilide block), less the hit threshold, % at 10 µM. 310,000 tested, 0.51% active;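 active = activation above the mean of controls blocked by dofetilide plus 5 SD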;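 also: thallium influx through hERG after potassium depolarization seen as dye fluorescence rise; in these data hits start at about 4.7%; inactives centre near -7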
KCNK9 inh – blocks the human KCNK9 two-pore domain potassium channel. 310,000 tested, 1.2% active. B-score at 10 µM. HEK293 KCNK9, FluxOR thallium flux fluorescence; active compounds read low. Q9NPC2;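 active = ratio B-score over 3 SD below the library mean, with starting fluorescence within 5 SD of its mean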;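 also: negative B-score means less thallium flux so channel inhibition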
Target sequence (Q9NPC2 whole entry, looked up, the tested form may be a part): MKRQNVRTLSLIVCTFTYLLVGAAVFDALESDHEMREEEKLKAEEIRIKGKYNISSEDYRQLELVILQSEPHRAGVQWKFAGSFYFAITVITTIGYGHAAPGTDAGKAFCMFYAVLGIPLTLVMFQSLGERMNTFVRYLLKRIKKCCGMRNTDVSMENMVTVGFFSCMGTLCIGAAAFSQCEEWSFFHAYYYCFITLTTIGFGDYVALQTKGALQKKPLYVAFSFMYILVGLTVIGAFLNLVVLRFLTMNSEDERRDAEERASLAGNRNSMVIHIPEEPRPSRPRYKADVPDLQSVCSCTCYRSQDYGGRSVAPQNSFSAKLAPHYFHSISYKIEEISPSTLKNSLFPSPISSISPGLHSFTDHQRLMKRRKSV
KCNK3 block – human KCNK3 channel inhibition, primary screen; O14649; CHO-KCNK3 thallium flux, FluxOR fluorescence; active compounds read low; B-score at 10 µM; 340,000 tested, 0.84% active;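 active = B-score under library mean minus 4 SD, starting fluorescence ratio at most library mean plus 5 SD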;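 also: more negative B-score means stronger inhibition of thallium flux through KCNK3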
PolyA inhibitor – yeast polyadenylation inhibition. calls only at 12 µM. S. cerevisiae SKY197-pL101 polyadenylation reporter, beta-gal luminescence; efflux-impaired pdr1/pdr3 knockout yeast; score 100 = 6 SD above DMSO. 300,000 tested, 0.02% active;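 active = lowest replicate activity score at least 50, where 100 means six control SD above control mean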;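 also: yeast exposed to compound for 9 h at 30 °C; higher score means more reporter readthrough which indicates perturbed polyadenylation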
RGS4 pot – RGS4 potentiation or activation | HEK293 M3R/inducible RGS4, carbachol calcium flux Fluo4; active compounds read low | B-score at 10 µM | 310,000 tested, 0.92% active | AID 463111;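 active = B-score of the integrated calcium signal more than 4 SD below the library mean, with starting fluorescence not abnormally high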;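 also: negative B-score means reduced calcium response which marks RGS4 activation or potentiation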
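System – HEK293 FlpIn-TREx cells, stable M3R, doxycycline-inducible RGS4 · Reagent – ECmax carbachol challenge · Times – compound preincubation 20 min at room temperature before agonist · Technique – Fluo4 fluorescence kinetic imaging of calcium · Measure – B score of integrated Fluo4 ratio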
Dyrk1A ADPGlo – Dyrk1A (rat) kinase inhibition | ADP-Glo luminescence, NFATc1 peptide | inhibition, % at 12.5 µM | 310,000 tested, 0.43% active; in the data active = inhibition above about 50%;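 also: plate controls were vehicle with enzyme for no effect and no enzyme for full effect; many of its hits are not listed in these tables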
KCNQ1 pot – potentiators or activators of human KCNQ1 potassium channel; 310,000 tested, 0.35% active; CHO-K1 KCNQ1, thallium flux FluxOR fluorescence; active compounds read high; B-score at 10 µM; P51787;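 active = fluorescence ratio B-score, a plate-corrected score, at least three library SD, with initial intensity B-score within 5 SD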
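Assay system: CHO-K1 cells stably expressing KCNQ1; Medium: assay buffer with matched DMSO; Also added: K+/Tl+ depolarizing stimulus; Dosing: single dose; Timing: dye 90 min, compound 20 min, room temperature; Measured by: kinetic FluxOR thallium fluorescence, 10-s 1-Hz baseline, 110-s post-stimulus read; Read-out: peak-minus-minimum fluorescence over initial fluorescence, negative-control normalized, B-scored.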
GSK3B inh – inhibitors of human GSK3beta kinase | P49841 | GST-GSK3beta kinase, ADP-Glo luminescence, 60 min; active compounds read low | activity score (negative = inhibition), % at 10 µM | 300,000 tested, 0.038% active;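 active = more than half of replicate wells score below -50%, meaning over 50% inhibition versus plate controls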;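 also: 0% = median DMSO wells and -100% = median GW8510 positive control wells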
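Test system – GST-tagged human GSK3beta kinase, cell-free · Incubation – 60 min enzyme reaction, room temperature · Signal – ADP-Glo luminescence · Also added – peptide substrate and ATP at 25 µM · Controls – DMSO neutral wells and GW8510 at 20 µM as positive · Buffer or medium – Tris/MgCl2 kinase buffer · Measure – Luminescence-derived activity versus plate DMSO and GW8510 wells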
KCNQ1 block – inhibitors of human KCNQ1 potassium channel. B-score at 10 µM. 310,000 tested, 1.3% active. CHO-K1 KCNQ1, FluxOR thallium flux fluorescence; active compounds read high. P51787;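 active = compounds whose thallium flux B-score, printed positive for inhibition, exceeds three library SD while starting fluorescence stays within three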;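 also: channel opened by potassium depolarization with thallium stimulus after 20 min compound exposure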
* marks the source's active call; other numbers are inactive results; i = inactive; · = no result given.

Order of results – GSK3A inh, HDAC3 inh, hERG protect, KCNK9 inh, KCNK3 block, PolyA inhibitor, RGS4 pot, Dyrk1A ADPGlo, KCNQ1 pot, GSK3B inh, KCNQ1 block
(1) COc1ccc(NC(=O)CSc2nc(C)cc(C)n2)c([N+](=O)[O-])c1
    -9, -5, -13, i, i, i, i, -4, i, -1, i
(2) COc1ccc(-c2nc(CSCC(=O)NC3CCCC3)c(C)o2)cc1OC
    -1, -5, -4, i, i, i, i, -2, i, 1, i
(3) O=C1C2C3C=CC(CC3)C2C(=O)N1/N=C/c1ccccc1O (centres undefined)
    3, -2, -1, i, i, i, i, 4, i, 2, i
(4) COC(=O)C1=C(C)N(CCc2ccccc2)C(=O)C1(NS(=O)(=O)c1ccc(NC(C)=O)cc1)C(F)(F)F (centres undefined)
    -2, -6, -26, i, i, i, i, -3, i, 6, i
(5) O=C1CSc2ccc(C(=O)Nc3cccc(S(=O)(=O)Nc4ccc(Br)cc4)c3)cc2N1
    -4, 2, -10, i, i, i, i, 2, i, 4, 10*
(6) COc1ccccc1CNC(=O)c1ccncc1
    1, 0, -6, i, i, ·, i, -2, i, -1, i
(7) C=CCCCOc1ccc(C(=O)O)cc1
    -2, -4, -10, i, i, ·, i, -2, i, 1, i
(8) Cc1cccc(-c2noc(C3CCCCC3)n2)c1
    -8, 0, -7, i, i, i, i, 0, i, 0, i
(9) CCOc1ccccc1N(C(=O)Nc1ccc(Cl)cc1)C1=NC(C)CS1 (centres undefined)
    7, -8, -11, i, i, i, i, 5, i, 3, i
(10) CCN(CC)S(=O)(=O)c1ccc(NC(=O)C(C)N(c2ccccc2)S(C)(=O)=O)cc1 (centres undefined)
    0, 4, 1, i, i, i, i, -4, i, -2, i
(11) Cc1nnc(NC(=O)CSC2CCCCC2)s1
    0, ·, -8, i, i, i, i, -6, i, 3, i
(12) COc1ccccc1OCCCCOc1ccccc1F
    0, 8, -8, i, i, i, i, -5, i, 0, i
(13) Cc1ccc(NC(=O)CCN2C(=O)c3ccccc3C2=O)cc1
    -2, 7, -4, i, i, i, i, -8, i, 1, i
(14) Cc1c(-c2ccccc2)nc2ccccc2c1C(=O)OCC(=O)Nc1ncc(C(F)(F)F)cc1Cl
    2, 0, -10, i, i, i, i, 1, i, -1, 9*
(15) COc1ccc(/C=C2\OC(=S)N(C)C2=O)cc1
    -3, -2, -7, i, i, i, i, 1, i, 3, i
(16) COC(=O)C(C)n1cnc2c(nnn2-c2ccc(OC)cc2)c1=O (centres undefined)
    0, -1, -7, i, i, i, i, 3, i, -2, i
(17) CC(C)Cn1c(-c2csc(C(C)C)c2)n[nH]c1=S
    3, 7, -8, i, i, i, i, 2, i, 4, i
(18) CC(=O)c1c(N2CCOCC2)nc2ccc(Br)cc2c1-c1ccccc1
    -1, 4, -15, i, i, i, i, 14, i, -3, 10*
(19) CN(C)C(=S)Oc1ccccc1-c1ccccc1OC(=S)N(C)C
    8, 1, -1, i, i, i, i, ·, i, -1, i
(20) CN(C)c1nc(Cl)cc(N2CCOCC2)n1
    0, 6, -13, i, i, i, i, -1, i, 2, i
(21) Cn1c(=O)c(C(=O)NNC(=O)c2ccccc2F)c(O)c2ccccc21
    -1, 0, -4, i, i, i, i, -6, i, -2, i
(22) COc1ccccc1N1CCN(C(=O)CN2C(=O)c3ccccc3S2(=O)=O)CC1
    0, 2, -5, i, i, i, i, 23, i, 9, i
(23) CCOC(=O)C(Cc1ccc(Cl)cc1Cl)c1ccno1 (centres undefined)
    5, 4, -12, i, i, i, i, -2, i, 0, i
(24) C=CCNC(=O)NC(=O)CSc1nnc(C(F)(F)F)n1C
    -3, -7, -8, i, i, i, i, -2, i, -2, i
(25) O=C(NCC(O)c1ccccc1)c1cccs1 (centres undefined)
    -1, -4, -5, i, i, i, i, 3, i, -3, i
(26) COc1ccc(NC(=O)Nc2nnc(Cc3ccccc3)s2)cc1
    -1, 0, -3, i, i, i, i, -4, i, 6, i
(27) CCOC(=O)C(=CNc1cc(C)nn1C(C)(C)C)C(=O)OCC
    2, 5, 3, i, i, i, i, 2, i, 1, i
(28) O=C(COc1ccccc1)Nc1ccccc1N1CCCCC1
    0, -1, -4, i, -11*, i, i, 4, i, 2, i
(29) O=C(CSc1nnc(Cn2nnc(-c3ccccc3)n2)n1-c1ccccc1)Nc1ccccc1
    -1, ·, -13, i, i, i, i, -3, i, 2, i
(30) Cc1ccc(S(=O)(=O)N(C)CC(=O)Nc2ccc3c(c2)OCO3)cc1
    0, 1, -9, i, i, i, i, -10, i, 1, i
(31) CCN1CCC(N2CCN(c3ccccc3OC)CC2)CC1
    0, 6, -13, i, i, i, i, 4, i, 0, i
(32) O=C(NNC(=O)c1ccccc1Cl)c1ccccc1Cl
    -1, -1, -1, i, i, i, i, -2, i, -2, i
(33) CCCCC(=O)Nc1nc(C)c(-c2csc(Nc3ccc(Cl)cc3)n2)s1
    9, 4, -10, i, i, i, i, ·, i, 1, i
(34) CCOC(=O)N1CCN(C(=O)COc2ccc(S(=O)(=O)Nc3ccc(OCC)cc3)cc2)CC1
    -2, -4, -8, i, i, i, i, 8, i, 0, i
(35) CNC(=O)c1ccc(-c2sc3nc(N4CCOCC4)c4c(c3c2N)CCCC4)o1
    0, 2, -24, i, i, i, i, -2, i, 0, i
(36) C=CCNC(=O)C(=O)NCC1CCCN1CC (centres undefined)
    -2, 6, -21, i, i, i, i, -4, i, 1, i
(37) COc1ccc2nc(N(CCN(C)C)C(=O)c3ccc4ccccc4c3)sc2c1
    -2, 11, -16, i, i, i, i, -1, i, 1, i
(38) CCOc1ccc(-c2c(C)n([O-])c3c([n+]2=O)CCCCC3)cc1
    ·, ·, -7, i, i, i, i, ·, i, -4, i
(39) C=CCn1c(C)cc(C(=O)Cn2ncc(Cl)c(Cl)c2=O)c1C
    -2, -2, -10, i, i, i, i, -3, i, 4, i
(40) COc1ccc(S(=O)(=O)N2CCCCC2C)cc1 (centres undefined)
    -1, -1, -9, i, i, i, i, 9, i, 0, i

Shown screen by screen: 17 of the compounds above.
#21 Cn1c(=O)c(C(=O)NNC(=O)c2ccccc2F)c(O)c2ccccc21
#22 COc1ccccc1N1CCN(C(=O)CN2C(=O)c3ccccc3S2(=O)=O)CC1
#23 CCOC(=O)C(Cc1ccc(Cl)cc1Cl)c1ccno1 (centres undefined)
#24 C=CCNC(=O)NC(=O)CSc1nnc(C(F)(F)F)n1C
#25 O=C(NCC(O)c1ccccc1)c1cccs1 (centres undefined)
#26 COc1ccc(NC(=O)Nc2nnc(Cc3ccccc3)s2)cc1
#27 CCOC(=O)C(=CNc1cc(C)nn1C(C)(C)C)C(=O)OCC
#28 O=C(COc1ccccc1)Nc1ccccc1N1CCCCC1
#29 O=C(CSc1nnc(Cn2nnc(-c3ccccc3)n2)n1-c1ccccc1)Nc1ccccc1
#30 Cc1ccc(S(=O)(=O)N(C)CC(=O)Nc2ccc3c(c2)OCO3)cc1

entry no.	21	22	23	24	25	26	27	28	29	30
GSK3A inh	-1	0	5	-3	-1	-1	2	0	-1	0
HDAC3 inh	0	2	4	-7	-4	0	5	-1	·	1
hERG protect	-4	-5	-12	-8	-5	-3	3	-4	-13	-9
KCNK9 inh	i	i	i	i	i	i	i	i	i	i
KCNK3 block	i	i	i	i	i	i	i	-11*	i	i
PolyA inhibitor	i	i	i	i	i	i	i	i	i	i
RGS4 pot	i	i	i	i	i	i	i	i	i	i
Dyrk1A ADPGlo	-6	23	-2	-2	3	-4	2	4	-3	-10
KCNQ1 pot	i	i	i	i	i	i	i	i	i	i
GSK3B inh	-2	9	0	-2	-3	6	1	2	2	1
KCNQ1 block	i	i	i	i	i	i	i	i	i	i

#31 CCN1CCC(N2CCN(c3ccccc3OC)CC2)CC1
#32 O=C(NNC(=O)c1ccccc1Cl)c1ccccc1Cl
#33 CCCCC(=O)Nc1nc(C)c(-c2csc(Nc3ccc(Cl)cc3)n2)s1
#34 CCOC(=O)N1CCN(C(=O)COc2ccc(S(=O)(=O)Nc3ccc(OCC)cc3)cc2)CC1
#35 CNC(=O)c1ccc(-c2sc3nc(N4CCOCC4)c4c(c3c2N)CCCC4)o1
#36 C=CCNC(=O)C(=O)NCC1CCCN1CC (centres undefined)
#37 COc1ccc2nc(N(CCN(C)C)C(=O)c3ccc4ccccc4c3)sc2c1

entry no.	31	32	33	34	35	36	37
GSK3A inh	0	-1	9	-2	0	-2	-2
HDAC3 inh	6	-1	4	-4	2	6	11
hERG protect	-13	-1	-10	-8	-24	-21	-16
KCNK9 inh	i	i	i	i	i	i	i
KCNK3 block	i	i	i	i	i	i	i
PolyA inhibitor	i	i	i	i	i	i	i
RGS4 pot	i	i	i	i	i	i	i
Dyrk1A ADPGlo	4	-2	·	8	-2	-4	-1
KCNQ1 pot	i	i	i	i	i	i	i
GSK3B inh	0	-2	1	0	0	1	1
KCNQ1 block	i	i	i	i	i	i	i

(continued)
Order of results – GSK3A inh, HDAC3 inh, hERG protect, KCNK9 inh, KCNK3 block, PolyA inhibitor, RGS4 pot, Dyrk1A ADPGlo, KCNQ1 pot, GSK3B inh, KCNQ1 block
(41) O=[N+]([O-])c1ccc(Cl)c(C[n+]2cccc3ccccc32)c1
    -3, -1, -8, i, i, i, i, 27, i, 2, i
(42) Cc1ccnc(NS(=O)(=O)c2ccc(NC(=O)CN3C(=O)c4ccccc4S3(=O)=O)cc2)n1
    -5, -6, 1, i, i, i, i, -5, i, 4, i
(43) COc1cccc(-n2c(C)nn(CCOc3ccccc3)c2=O)c1
    -3, 4, -9, i, i, i, i, ·, i, 1, i
(44) O=C(CCN1CCN(c2ccccc2F)CC1)Nc1ccc(F)cc1
    -3, -1, -7, i, i, i, i, ·, i, -3, i
(45) O=C(Nc1ccccc1[N+](=O)[O-])c1nc[nH]c1C(=O)NCCO
    19, -6, -13, i, i, i, i, -4, i, -13, i
(46) CCn1c(-c2ccc[nH]c2=O)nc2ccccc21
    -2, -81, -10, i, i, i, i, 1, i, 0, i
(47) O=C(CCCn1c(=O)[nH]c2cc(Cl)ccc2c1=O)NC1CCCCCCC1
    -3, -12, -5, i, i, i, i, 0, i, -2, i
(48) CCN(CC)CCNc1nc(-c2cccs2)c(CC(=O)O)s1
    -1, -7, -9, i, i, i, i, 8, i, -6, i
(49) COc1cc(-c2nnc(SC(C)C(=O)Nc3c(C)n(C)n(-c4ccccc4)c3=O)o2)cc(OC)c1OC (centres undefined)
    -1, 2, -8, i, i, i, i, 1, i, 1, i

A portion of the library. The share of hits here may be higher or lower than overall.
